Screens: PubChem BioAssay, National Center for Advancing Translational Sciences (NCATS)
Glioma ERSR ind: qHTS for Inducers of the Endoplasmic Reticulum Stress Response (ERSR) in Human Glioma: qHTS; U87-MG GRP78 promoter luciferase reporter, 16 h; Potency, µM, for inactives: top-dose activation, actives largely listed as activators; 420,000 tested, 0.02% active; further: potency means the concentration at half of the fitted maximal effect; series mostly up to about 76 µM; % of control where 0% means no effect; nearly all actives have a fitted effect of over 35% in size
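ERSR induction read as luciferase luminescence (Bright-Glo, 10 min at room temperature) in stably transfected human U87-MG glioma cells exposed to compounds for 16 h, using GRP78 as sensor.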
POLH inh: qHTS for Inhibitors of Polymerase Eta; DNA polymerase eta (Homo sapiens), Q9Y253; recombinant Pol eta, fluorescent DNA replication assay; Potency, µM (titrated, usually from 114 µM), for the others: top-dose activity change, negative = inhibition, most hits filed as inhibitors; 390,000 tested, 1.2% active; AID 588591, 2011; further: potency means the concentration at half of the fitted maximal effect; on the % scale 0 is the no-effect control and ±100 the full control effect
Target sequence (Q9Y253 whole entry, looked up): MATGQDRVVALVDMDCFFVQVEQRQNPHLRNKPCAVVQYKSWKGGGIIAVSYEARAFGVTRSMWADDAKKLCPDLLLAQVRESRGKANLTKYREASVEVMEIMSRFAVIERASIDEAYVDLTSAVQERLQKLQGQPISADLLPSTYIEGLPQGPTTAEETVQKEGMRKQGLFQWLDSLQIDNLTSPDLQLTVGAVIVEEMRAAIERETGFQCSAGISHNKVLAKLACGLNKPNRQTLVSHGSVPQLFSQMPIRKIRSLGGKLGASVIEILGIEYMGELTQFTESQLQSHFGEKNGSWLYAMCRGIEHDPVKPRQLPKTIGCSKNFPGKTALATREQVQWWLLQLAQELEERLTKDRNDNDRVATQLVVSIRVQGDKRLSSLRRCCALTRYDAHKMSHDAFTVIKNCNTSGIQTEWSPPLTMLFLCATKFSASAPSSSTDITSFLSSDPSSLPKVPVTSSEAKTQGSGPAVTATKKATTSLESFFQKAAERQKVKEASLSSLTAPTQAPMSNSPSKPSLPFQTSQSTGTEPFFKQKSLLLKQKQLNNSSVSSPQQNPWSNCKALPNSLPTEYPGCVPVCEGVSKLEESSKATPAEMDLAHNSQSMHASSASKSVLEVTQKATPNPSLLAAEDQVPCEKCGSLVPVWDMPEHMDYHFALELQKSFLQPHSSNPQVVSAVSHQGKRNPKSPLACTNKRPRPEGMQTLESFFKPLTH
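Pol eta at 10 nM preincubated with compounds 15 min at room temperature; reaction started with fluorescent substrate (50 nM final) and read kinetically at 0 and 10 min.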
LDHA inh: qHTS assay for inhibitors of human lactate dehydrogenase; activity change, % (values are at about 110 or 230 µM); purified LDHA, NADH/diaphorase-resazurin fluorescence; stronger effect = lower value; L-lactate dehydrogenase A chain (Homo sapiens), P00338; 480,000 tested, 0.15% active; in the data active means activity change below about -30%; inconclusive means mostly about -25% to -30%;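 further: plate controls were DMSO wells for no effect and wells without enzyme for full effect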
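Enzyme activity of human lactate dehydrogenase 5 (2 nM; 0.06 mM NADH, 0.2 mM pyruvate, 5 min, RT) is measured via a resazurin/diaphorase fluorescence readout of residual NADH.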
Starred values were filed as active, the others as inactive; ? = inconclusive. Unless noted, the call rests on the fitted dose curve; in most records, active means well fitted curve in the direction sought with a large enough effect; inconclusive means small, poorly fitted or top-dose-only effect, or another doubt; inactive means no such curve, though single readings can be large; an effect the other way counts as inactive or inconclusive. A portion of the library; rates above refer to the full screens.

Glioma ERSR ind	POLH inh	LDHA inh	Molecule
-2.5%	-4.7%	0.9	O=C(COC(=O)c1cc(S(=O)(=O)N2CCCCC2)ccc1N1CCOCC1)c1ccccc1Cl
1.9%	-10.0%	1.5	Cc1ccc(Cc2c(-c3ccc(C)cc3)nc3ccc(Br)cn23)cc1
-2.8%	3.8%	-2.1	COC(=O)c1c(C)[nH]c(C(=O)OC(C)C(=O)NC2CCCCC2C)c1C (configuration not stated)
-6.9%	0.3%	-12.8	O=[N+]([O-])c1ccc(-c2csc(COc3ccccc3)n2)cc1
-5.9%	4.4%	-2.1	Cc1ccccc1S(=O)(=O)N(C)C[C@@H]1OCc2cn(nn2)CCCC(=O)N([C@H](C)CO)C[C@H]1C
-3.7%	-3.0%	-2.2	CCN(CC)C(=O)Cn1cc(SCC(=O)NC2CCCCC2)c2ccccc21
-1.5%	-13.9%	-4.9	CC(=O)c1ccc2cc3c(cc2c1)OCO3
-6.5%	-2.0%	-19.8	COc1cc2c(cc1NC(=O)c1ccccc1-c1ccccc1C(=O)O)-c1ccccc1C2
-4.2%	-9.7%	-2.1	CC(C)NC(=O)N(C)C[C@@H]1Oc2cc(C#Cc3ccccn3)ccc2S(=O)(=O)N([C@@H](C)CO)C[C@H]1C
-5.6%	-23.4%	-5.7	O=C(C1CCCCC1)N1C[C@H](O)[C@@H](n2cc(C3CC3)nn2)C[C@@H]1c1ccccc1
-3.8%	-6.4%	1.2	CC1=C(C(=O)N2CCOCC2)CC(CC(=O)NCC2CCCCC2)C(=O)N1CCCN1CCCC1=O (configuration not stated)
-0.2%	4.7%	-9.6	C#CCOCC1CN(c2ccccc2)C(=O)O1 (configuration not stated)
2.3%	0.9%	-3.7	COc1ccc(-c2ccc(CN3C(C(C)C)C(=O)N(Cc4cn(Cc5ccco5)nn4)CCS3(=O)=O)cc2)cc1OC (configuration not stated)
-2.8%	-18.4%	-5.9	Cc1cc(S(=O)(=O)Nc2ccc(C(=O)NC3CC3)cc2)ccc1F
-3.4%	-4.5%	-1.1	CCCCn1c(SCCN2CCCCC2)nc2c1c(=O)n(C)c(=O)n2C
2.0%	-10.2%	0.6	Cc1ccc2c(c1)C=CC(C#N)N2C(=O)Oc1ccccc1 (configuration not stated)
-1.5%	-27.5%	-22.8	CN1OC[C@@H]2CN(Cc3ccccc3)[C@H](c3cccc(-c4ccccc4)c3)C[C@@H]21
-4.7%	-11.7%	3.7	CCCCC(=O)NC(c1ccc(OC)cc1)c1ccc2cccnc2c1O (configuration not stated)
-5.3%	2.5%	0.7	OCc1ccccc1Cn1ccnc1
0.2%	-9.0%	2.9	COc1ccc(-n2ccnc2SCC(=O)c2c(N)n(C3CC3)c(=O)[nH]c2=O)cc1
-5.0%	-19.4%	-2.9	COc1ccc(S(=O)(=O)Nc2ccc3c(c2)C(=O)N([C@H](C)CO)C[C@H](C)[C@@H](CN(C)S(=O)(=O)c2cn(C)cn2)OCCCC[C@H](C)O3)cc1
1.6%	1.2%	-8.9	CC(=O)N1C[C@H]2CON(C)[C@H]2C[C@H]1c1ccc(-c2ccccc2)cc1
-4.7%	-18.0%	-2.7	O=C(O)c1ccc(C(S(=O)(=O)c2ccccc2)S(=O)(=O)c2ccccc2)cc1
-1.1%	-6.7%	-6.1	CCCCN1C[C@H](Cc2ccccc2)[C@@H](CC(=O)Nc2ccc(OC)cc2)C1=O
-1.0%	-5.7%	-5.2	O=C(NCc1ccccc1Cl)C1CCN(C(=O)c2ccc(F)cc2)CC1

Only POLH inh and LDHA inh, for some of the entries so far:
mol	POLH inh	LDHA inh
COc1cc2c(cc1NC(=O)c1ccccc1-c1ccccc1C(=O)O)-c1ccccc1C2	-2.0%	-19.8
CC(C)NC(=O)N(C)C[C@@H]1Oc2cc(C#Cc3ccccn3)ccc2S(=O)(=O)N([C@@H](C)CO)C[C@H]1C	-9.7%	-2.1

Later entries.
Glioma ERSR ind	POLH inh	LDHA inh	Molecule
-0.4%	-4.5%	-0.6	CCN(CC(=O)Nc1ccccc1C(F)(F)F)C(=O)c1ccc(NC(=O)c2cccs2)cc1
-3.4%	-7.4%	1.8	COc1cccc(NC(=O)N(C)C[C@H]2Oc3cc(Br)ccc3S(=O)(=O)N([C@H](C)CO)C[C@H]2C)c1
-2.2%	-5.3%	-4.7	C[C@H](CO)N1C[C@H](C)[C@@H](CN(C)C(=O)OCc2ccccc2)OCc2cn(nn2)CCCC1=O
-0.4%	-1.3%	-3.2	Cc1cc(=O)n2nc(N3CCCC(C(=O)NCCCN4C(C)CCCC4C)C3)sc2n1 (configuration not stated)
-3.6%	-21.9%	0.2	CCOC(=O)c1c(C)[nH]c(C)c1C(=O)COC(=O)/C=C/c1cccc([N+](=O)[O-])c1
-0.5%	-3.9%	-13.0	Cc1ccc(OCC(=O)Nc2ccncc2)cc1C
0.8%	-9.7%	-0.1	COCCCN1C(=O)C(CC(=O)NC2CCCC2)CC(C(=O)N2CCOCC2)=C1C (configuration not stated)
-2.3%	-4.6%	-10.2	COc1cccc(/C=C/C(=O)OCC(=O)Nc2ccc3c(c2)OCO3)c1
-2.6%	-15.3%	2.7	Cc1ccc(-c2ccc(CN3C(CC(C)C)C(=O)N(Cc4cn(CC5CCCCC5)nn4)CCS3(=O)=O)cc2)cc1 (configuration not stated)
-2.2%	-4.3%	-1.0	CCCCOc1ccc(C(=O)NCC(=O)N2CCN(C/C=C/c3ccccc3)CC2)cc1
-2.1%	-6.7%	-10.6	COc1ccc(NC2CCCN(C(=O)COc3ccc(C(C)=O)cc3)C2)cc1 (configuration not stated)
-3.2%	-8.4%	-10.5	C[C@H](O)[C@@H]1CN2CCc3c([nH]c4ccccc34)[C@@H]2C[C@@H]1N(C)C(=O)NC1CCCCC1
-2.7%	3.2%	-3.9	COc1ccccc1OCC(=O)N1CCCCCC1
1.7%	-20.6%	-6.7	CCOC(=O)c1cc(Cl)c2c(ccc3ccccc32)n1
-6.7%	-2.5%	-0.3	O=C(O)CN1C(=O)C2C3CCC(C3)C2C1=O (configuration not stated)
-1.8%	-12.9%	-4.1	O=C(O)CCC(C(=O)O)N1C(=O)C2C3CCC(C3)C2C1=O (configuration not stated)
-2.3%	-15.0%	-7.9	C[C@H](CO)N1C[C@H](C)[C@H](CN(C)S(=O)(=O)c2cccc(F)c2)OCc2ccccc2-c2c(n(C)c3ccccc23)C1=O
3.8%	-6.8%	-1.7	COc1cc(C=NNC(=S)Nc2ccc(S(=O)(=O)N3CCCCC3)cc2)cc(OC)c1OC
-3.9%	0.0%	-8.8	C[C@@H]1CN([C@H](C)CO)C(=O)CCCn2nncc2CO[C@@H]1CN(C)S(=O)(=O)c1ccc(-n2cccn2)cc1
-5.2%	-4.1%	-4.1	O=C(COc1ccc(Br)cc1)OCC(=O)c1ccc[nH]1
-1.9%	-11.1%	-0.5	C[C@H](CO)N1C[C@H](C)[C@H](CN(C)C(=O)Cc2ccccc2)OCc2cnnn2CCCC1=O
0.6%	-20.0%	-4.7	C=CCCC(=O)N1C[C@H]2CON(C)[C@H]2C[C@H]1c1ccc(Br)cc1
-5.8%	-4.4%	0.1	CCc1cccc(NC(=O)c2cc(S(=O)(=O)N3CCCCC3)ccc2N2CCOCC2)c1
-3.3%	-17.6%	-3.7	C[C@H](NC(=O)c1ncn2c1c(=O)[nH]c1ccc(Br)cc12)c1ccccc1
0.4%	-18.3%	-4.1	COc1ccc(S(=O)(=O)Nc2ccc3c(c2)C(=O)N([C@H](C)CO)C[C@H](C)[C@@H](CN(C)C(=O)Nc2ccc(F)cc2)OCCCC[C@H](C)O3)cc1

(continued)
Glioma ERSR ind	POLH inh	LDHA inh	Molecule
1.5%	-8.9%	-6.2	Cc1cccc(S(=O)(=O)N(C)C[C@@H]2OCc3cnnn3CCCC(=O)N([C@@H](C)CO)C[C@@H]2C)c1
-3.0%	-14.0%	-9.0	C[C@@H]1CN([C@H](C)CO)S(=O)(=O)c2ccc(Br)cc2O[C@H]1CN(C)C(=O)Nc1ccc(F)cc1
-5.4%	-4.4%	-8.2	O=C(c1ccccc1)N(CCCl)C(=O)N(CCCl)C(=O)c1ccccc1
-1.1%	-7.9%	9.3	COc1ccc(OC)c(NCCN2C(=O)c3ccccc3C2=O)c1
-1.3%	-5.1%	-2.9	COc1ccc(-c2ccc(CN3C(C)C(=O)N(Cc4cn(CCC5OCCO5)nn4)CCS3(=O)=O)cc2)cn1 (configuration not stated)
-5.8%	-19.6%	-7.4	O=C1c2ccccc2S(=O)(=O)c2cc(-c3nn[nH]n3)ccc21
-2.4%	-0.1%	-1.7	CC(=O)Nc1ccc(C=C(C#N)c2ccc(C)cc2)cc1
-3.1%	1.2%	-7.1	CCOc1cc(/C=N/NC(=O)c2c(C)nc3ccc(Cl)cn23)ccc1O
-2.7%	-22.5%	-0.3	COCOCCn1cc(CN2CCS(=O)(=O)N(Cc3ccc(-c4ccc(F)cc4)cc3)C(C(C)C)C2=O)nn1 (configuration not stated)
-2.9%	-0.4%	-4.9	COc1cccc(CNC(=O)[C@H](C)NC(=O)N2CC(=O)Nc3ccccc32)c1
0.6%	-1.9%	-4.5	O=C(NC1CCOC1=O)OCc1ccccc1 (configuration not stated)
-4.4%	-8.4%	2.6	CN(C)CCN(C)C1CN(Cc2ccc([N+](=O)[O-])cc2)S(=O)(=O)C1 (configuration not stated)
-6.2%	-15.3%	-3.4	COc1ccc(C(C)=NOC(=O)c2c(-c3ccccc3Cl)noc2C)cc1CN1CCOCC1
-1.5%	-0.2%	8.2	C[C@@H]1CN([C@H](C)CO)C(=O)CCCn2nncc2CO[C@@H]1CN(C)C(=O)Nc1ccc(N2CCN(C)CC2)cc1
-4.9%	-20.7%	-2.6	COC(=O)c1ccc(CNC(=O)CN2C(=O)NC(Cc3ccccc3)(c3ccccc3)C2=O)cc1 (configuration not stated)
-1.5%	3.6%	-6.3	Cc1cccc(CC(=O)NCCS(=O)(=O)N2CCN(c3ccccc3)CC2)c1
-4.3%	-16.2%	7.9	CC(C)CC1C(=O)N(Cc2cn(CCC3OCCO3)nn2)CCS(=O)(=O)N1Cc1ccc(-c2cccc(N(C)C)c2)cc1 (configuration not stated)
-10.7%	?	-1.0	CCc1ccc(/C=C2/SC(=S)N(CCCC(=O)Nc3cccc(C(=O)O)c3)C2=O)cc1
-3.0%	-6.7%	2.2	CCC(=O)N(C)C[C@H]1Oc2ncc(C#Cc3cccnc3)cc2C(=O)N([C@@H](C)CO)C[C@@H]1C
-4.9%	-3.6%	-5.1	CC(=O)c1cccc(NC(=O)C2CCCN2S(=O)(=O)c2ccccc2C(F)(F)F)c1 (configuration not stated)
-7.3%	-9.9%	-0.1	CC(Sc1nc(-c2ccccc2)c(-c2ccccc2)[nH]1)C(=O)NCC1CCCO1 (configuration not stated)
-1.8%	-24.0%	-2.1	C[C@@H]1CN([C@H](C)CO)C(=O)c2cc(NC(=O)Nc3ccc(F)cc3)ccc2O[C@@H](C)CCCCO[C@H]1CN(C)S(=O)(=O)c1cccs1
-5.1%	5.3%	2.1	C[C@@H]1CN([C@@H](C)CO)C(=O)CCCn2nncc2CO[C@@H]1CN(C)S(=O)(=O)c1cccc(F)c1
-3.1%	-3.3%	0.8	COc1ccc(CN2C(=O)C(CC(=O)NCc3cccc4ccccc34)CC(C(=O)N(C)C)=C2C)cc1 (configuration not stated)
-2.8%	5.6%	-4.9	Cc1ccc(C(=O)NC(C)C(c2cccs2)N2CCOCC2)cc1C (configuration not stated)
-2.2%	-12.0%	-1.3	COCCCN1C(=O)C(CC(=O)NCc2ccco2)CC(C(=O)N(C)C)=C1C (configuration not stated)
-2.9%	2.0%	-2.4	O=C(O)c1ccc(NC(=O)C2CCN(S(=O)(=O)c3ccc4c(c3)OCCO4)CC2)cc1
-0.3%	-14.2%	-2.3	N#Cc1ccc(NN=Nc2ccccc2C#N)cc1

Structural class, the compounds so far containing an NH in an aromatic ring (8)
Glioma ERSR ind	POLH inh	LDHA inh	Molecule
-2.8%	3.8%	-2.1	COC(=O)c1c(C)[nH]c(C(=O)OC(C)C(=O)NC2CCCCC2C)c1C (configuration not stated)
0.2%	-9.0%	2.9	COc1ccc(-n2ccnc2SCC(=O)c2c(N)n(C3CC3)c(=O)[nH]c2=O)cc1
-3.6%	-21.9%	0.2	CCOC(=O)c1c(C)[nH]c(C)c1C(=O)COC(=O)/C=C/c1cccc([N+](=O)[O-])c1
-3.2%	-8.4%	-10.5	C[C@H](O)[C@@H]1CN2CCc3c([nH]c4ccccc34)[C@@H]2C[C@@H]1N(C)C(=O)NC1CCCCC1
-5.2%	-4.1%	-4.1	O=C(COc1ccc(Br)cc1)OCC(=O)c1ccc[nH]1
-3.3%	-17.6%	-3.7	C[C@H](NC(=O)c1ncn2c1c(=O)[nH]c1ccc(Br)cc12)c1ccccc1
-5.8%	-19.6%	-7.4	O=C1c2ccccc2S(=O)(=O)c2cc(-c3nn[nH]n3)ccc21
-7.3%	-9.9%	-0.1	CC(Sc1nc(-c2ccccc2)c(-c2ccccc2)[nH]1)C(=O)NCC1CCCO1 (configuration not stated)
